Bioassay records: PubChem BioAssay, several laboratories
S1P4 ag – S1P4 receptor agonists, primary screen, cell-based; Sphingosine 1-phosphate receptor 4 (Homo sapiens), O95977; S1P4-expressing cell line, agonist reporter assay; activation, % at 4.98 µM; 0.35% of 220,000 active; in the data active means activation above about 11%;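 further: 0% = DMSO vehicle and 100% = reference agonist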
NPY-Y2 PAM-ag – NPY-Y2 potentiators or agonists, primary screen, cell-based; cells expressing NPY-Y2, potentiator/agonist read-out; 0.45% of 220,000 active; AID 1359, 2008; activation, % at 3.6 µM; in the data active means activation above about 27%;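 further: cells stimulated with NPY near EC25 plus isoproterenol at EC100; 0% = vehicle plus submaximal agonist and 100% = vehicle plus saturating agonist; some results beyond the cut were filed as inactive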
NPY Y1 blocker – NPY-Y1 receptor antagonists, primary screen, cell-based | Neuropeptide Y receptor type 1 (Homo sapiens), P25929 | HEK293-CNG Y1 cells, membrane potential fluorescence; NPY at EC95, then isoproterenol | inhibition, % at 3.6 µM | 1% of 200,000 active;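 active means inhibition above the campaign mean inhibition of all tested compounds plus 3 SD, cut at about 20% in these data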;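 further: 0% = DMSO wells given NPY plus isoproterenol and 100% = isoproterenol alone without NPY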
Target sequence (P25929 whole entry, looked up): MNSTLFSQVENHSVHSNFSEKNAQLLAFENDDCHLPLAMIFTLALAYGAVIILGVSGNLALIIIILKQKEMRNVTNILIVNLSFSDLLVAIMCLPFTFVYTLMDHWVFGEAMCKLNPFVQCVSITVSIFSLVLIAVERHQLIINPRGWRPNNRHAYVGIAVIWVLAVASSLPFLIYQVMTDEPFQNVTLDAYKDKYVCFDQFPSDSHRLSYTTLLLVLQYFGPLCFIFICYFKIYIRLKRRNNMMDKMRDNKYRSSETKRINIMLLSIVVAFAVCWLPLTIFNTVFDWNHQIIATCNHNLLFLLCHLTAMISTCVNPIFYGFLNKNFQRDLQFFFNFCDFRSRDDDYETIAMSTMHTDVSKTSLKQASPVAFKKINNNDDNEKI
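Test system – HEK293 Y1/CNG channel cell line · Also added – NPY agonist 25 nM, then isoproterenol 1 µM plus Ro 20-1724 25 µM · Compound dosing – one concentration, 3.6 µM, in 0.4% DMSO · Schedule – compound incubation 1 h at room temperature, readout 45 min post-stimulation · Technique – fluorescence, membrane potential probe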
CHOP inh – inhibitors of CHOP promoter induction, primary screen, cell-based, unfolded protein response, luciferase reporter; AID 2732, 2010; CHO-K1 CHOP-promoter luciferase, tunicamycin-induced, 15-18 h; inhibition, % at 10 µM; 3.8% of 220,000 active;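 active means compounds that reduced the stress-induced luciferase reporter signal by more than about 70% of percent inhibition, limit read from the data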;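 further: 0% = tunicamycin plus vehicle and 100% = wells without tunicamycin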
TRPN1 ag – zebrafish TRPN1 channel agonists, primary screen, cell-based, HEK293, calcium fluorescence. transient receptor potential cation channel N1 (TRPN1/NompC), Danio rerio. HEK293 zebrafish TRPN1-YFP, Fluo-8 calcium fluorescence; 100% = response to 87 µM carbachol. activation, % at 3 µM. 0.18% of 220,000 active. AID 1424, 2008;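 active means activation above its plate's cutoff, the mean activation of test wells on that plate plus 3 SD, cut at about 19% in these data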;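 further: 0% = DMSO alone and 100% = 87 µM carbachol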
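Material: zebrafish TRPN1-YFP in HEK293 cells. Doses: one dose of 3 µM, 0.3% DMSO. Incubation: dye 1 h 37 °C plus 30 min RT. Measured by: intracellular calcium fluorescence with Fluo-8.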
S1P4 antagonist – S1P4 receptor antagonists, primary screen, cell-based; inhibition, % at 4.98 µM; Sphingosine 1-phosphate receptor 4 (Homo sapiens), O95977; 0.26% of 220,000 active; S1P4-expressing cells, antagonist mode, reporter read-out; in the data active means inhibition above about 29%;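 further: 0% = wells stimulated with agonist and 100% = vehicle wells without agonist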
TRPML3 ag – human TRPML3 channel agonists, primary screen, cell-based, HEK293 TRPML3-YFP, Fluo-8 calcium fluorescence, 3 µM | Mucolipin-3 (Homo sapiens), Q8TDD5 | 100% = the carbachol control signal | activation, % at 3 µM | 0.29% of 220,000 active | AID 1448, 2008;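 active means activation above its plate's cutoff, the mean activation of the plate's test wells plus 3 SD, cut at about 12% in these data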;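 further: 0% = DMSO only wells and 100% = carbachol wells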
Target sequence (Q8TDD5 whole entry, looked up): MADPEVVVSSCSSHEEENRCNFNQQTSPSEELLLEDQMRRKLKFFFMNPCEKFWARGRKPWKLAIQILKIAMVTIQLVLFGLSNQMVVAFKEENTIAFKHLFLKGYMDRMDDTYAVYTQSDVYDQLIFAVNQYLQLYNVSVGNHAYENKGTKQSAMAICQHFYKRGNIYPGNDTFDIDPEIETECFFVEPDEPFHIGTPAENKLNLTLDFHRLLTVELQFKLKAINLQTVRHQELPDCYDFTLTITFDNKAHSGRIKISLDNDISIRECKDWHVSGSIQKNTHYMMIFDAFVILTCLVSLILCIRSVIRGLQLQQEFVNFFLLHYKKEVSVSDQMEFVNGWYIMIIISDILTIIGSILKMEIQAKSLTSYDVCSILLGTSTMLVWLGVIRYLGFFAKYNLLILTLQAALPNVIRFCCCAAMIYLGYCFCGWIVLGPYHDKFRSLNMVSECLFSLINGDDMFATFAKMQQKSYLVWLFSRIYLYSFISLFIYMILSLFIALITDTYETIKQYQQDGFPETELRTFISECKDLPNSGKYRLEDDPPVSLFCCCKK
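Material: TRPML3-YFP stable HEK293 cells | Dosing: One concentration, 3 µM nominal, 0.3% DMSO | Timing: 125 s total fluorescence read per well | Technique: Fluo-8 calcium dye fluorescence, ex 470-495, em 515-575 nm | Measure: Percent activation from peak-to-basal fluorescence ratio, scaled between DMSO and carbachol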
EP2 mod – EP2 receptor modulators, cAMP readout, primary screen, cell-based, HTRF cAMP, PGE2 stimulation; Prostaglandin E2 receptor EP2 subtype (Homo sapiens), P43116; EP2-expressing cells, cAMP HTRF FRET, PGE2 co-stimulation; induction, % at 25 µM; 0.83% of 260,000 active; AID 940, 2007;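 active means compounds whose cAMP rise, as percent of the full-agonist control response, exceeds 60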;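 further: rat C6 glioma line stably carrying human EP2 under a CMV promoter; the protocol text gives 20 µM as final concentration; 100% = response of wells given 1 µM PGE2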
NPY-Y1 PAM-ag – NPY-Y1 receptor potentiators or agonists, primary screen, cell-based; NPY-Y1 expressing cells, potentiator/agonist activation; 0.37% of 220,000 active; Neuropeptide Y receptor type 1 (Homo sapiens), P25929; activation, % at 3.6 µM; in the data active means activation above about 33%, passing the limit was not always enough;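 further: cells stimulated with NPY at EC10 then isoproterenol at EC100; 0% = low agonist plus stimulus and 100% = saturating agonist plus stimulus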
An asterisk follows results filed as active; · = not tested or not shown. Only part of the results is shown. The share of hits here may be higher or lower than overall.

SMILES | S1P4 ag | NPY-Y2 PAM-ag | NPY Y1 blocker | CHOP inh | TRPN1 ag | S1P4 antagonist | TRPML3 ag | EP2 mod | NPY-Y1 PAM-ag
OC1/C(=C/c2ccc(Cl)cc2Cl)N2CCC1CC2 (configuration not stated) | 0.4 | 7 | -5 | 6 | -0.3 | 1 | -0.7 | 13 | 8
O=C(Nc1nc(-c2ccccc2)c(-c2ccccc2)s1)c1ccc(S(=O)(=O)N(CCCl)CCCl)cc1 | 0.9 | 12 | 0 | -4 | -0.7 | -4 | 0.6 | 26 | 0
O=C1OCc2cc(N=Nc3c(O)[nH]c(=O)[nH]c3=O)ccc21 | 1.2 | -3 | · | 21 | 2.0 | -12 | 0.9 | 15 | 7
CC(=NCc1ccc2c(c1)OCO2)c1c(O)n(Cc2ccccc2)c(=O)[nH]c1=O | -1.1 | 16 | · | 21 | -1.6 | 11 | 0.2 | -14 | 14
COc1ccc2c(c1)c(CCN)c(C)n2Cc1ccccc1 | 0.3 | -9 | · | 2 | 2.1 | 17 | -0.2 | -10 | 4
Cc1ccc(N2C(=O)NC(=O)C(CCc3ccccn3)(Cc3ccc(F)cc3)C2=O)cc1 (configuration not stated) | 2.8 | -5 | 4 | -11 | -1.6 | -5 | -1.1 | 32 | 10
Cc1ccc2nc(C)n(-c3ccc(F)cc3)c(=O)c2c1 | 0.5 | -8 | 2 | 8 | -0.5 | -21 | 0.4 | 3 | -16
Cc1ccc(CN2CCCC(C(=O)c3cccc(C(F)(F)F)c3)C2)o1 (configuration not stated) | -0.2 | -6 | 5 | 69 | -0.8 | -12 | 0.0 | -4 | 12
CCOC(=O)C(O)(c1ccc(N(CC)C(=O)OC)cc1)C(F)(F)F (configuration not stated) | 0.9 | 13 | -5 | 14 | -0.7 | -6 | 0.8 | 5 | 0
C[C@H]1CCC[C@@H](O)CCC/C=C/c2cc(O)cc(O)c2C(=O)O1 | 0.6 | -9 | -1 | 44 | 3.0 | -11 | 1.1 | -10 | -15
CC1=NCCc2c1[nH]c1ccccc21 | -0.4 | 10 | 0 | 11 | 1.2 | 9 | 0.8 | -20 | 14
CN(C)C(=O)Oc1ccc(C(=O)c2ccccc2)cc1 | -0.2 | 10 | -3 | 11 | -2.1 | -8 | -0.4 | 17 | -13
Cc1cccc(OP(=O)(Nc2ccc(F)cc2)Oc2cccc(C)c2)c1 | 0.8 | 4 | 5 | -11 | -2.2 | 3 | 0.4 | 37 | -3
NC(=O)CSP(=O)(c1ccccc1)c1ccccc1 | 0.9 | 14 | 1 | -8 | 0.5 | -4 | 0.8 | 25 | 8
CCCCCCN1CCN(c2ccc(Cl)cc2)CC1 | -1.8 | -3 | 2 | -6 | 1.8 | -4 | 1.3 | 3 | -18
CC(Cc1cccs1)NCc1ccccc1 (configuration not stated) | -0.8 | 12 | 6 | -9 | -0.4 | -9 | 1.1 | -23 | 2
O=C(O)CCn1cc(C=C2C(=O)NC(=S)NC2=O)c(-c2cc3ccccc3oc2=O)n1 | 1.7 | -5 | 3 | 16 | -1.0 | -11 | 1.1 | 30 | 1
O=C(c1ccc(CNS(=O)(=O)c2ccccc2)cc1)N1CCC2(CC1)OCCO2 | -1.6 | 2 | 6 | 8 | 0.9 | 8 | 0.7 | 21 | -11
COCCN1C(=O)NC(=O)/C(=C\c2ccc(Br)cc2)C1=O | 1.4 | -2 | 5 | 19 | -0.1 | 18 | 1.6 | -39 | 8
O=C(c1cnn2c(C(F)(F)F)cc(-c3ccccc3)nc12)N1CCC2(CC1)OCCO2 | -1.1 | -5 | 2 | 23 | 2.0 | -4 | 0.6 | 31 | 6
CN=C(SCc1cc2c(cc1Cl)OCO2)c1c(O)n(C)c(=O)n(C)c1=O | 0.3 | -5 | -8 | 39 | -0.7 | -24 | 0.5 | 3 | -16
COc1ccc(CN2C(=O)NC(=O)/C(=C\c3ccco3)C2=O)cc1 | 2.4 | 1 | 6 | 105* | 4.8 | -12 | 2.6 | -86 | 10
O=C(/C=C/c1ccc2c(c1)OCO2)c1c(O)n(CCc2ccccc2)c(=O)[nH]c1=O | 0.0 | -14 | · | 12 | 1.5 | -3 | 0.6 | 22 | -14
CN1CCC2(CC1)CC(NC=O)c1ccccc1O2 (configuration not stated) | 13* | -20 | 15 | 2 | 1.6 | -2 | 0.3 | -13 | 4
CN1CCN(CCC(=O)OC2CC3CCC(C2)N3C)CC1 (configuration not stated) | -0.5 | 4 | -1 | -5 | 1.3 | 2 | 1.0 | 23 | 16
Cc1cc(C)n(CCOC(=O)C2C(C=C(Cl)Cl)C2(C)C)n1 (configuration not stated) | -1.4 | -7 | 1 | 3 | -2.4 | -11 | -0.8 | 51 | 0
CSc1ccc(C(=O)C2CCCN(Cc3cccnc3)C2)cc1 (configuration not stated) | 1.7 | -2 | 1 | 14 | 3.9 | -3 | 3.8 | -22 | 21
CC12CN3CCN(C1)CC(C)(C3)C2=NO | -0.7 | 3 | -5 | 13 | 1.9 | 6 | 1.2 | -3 | 17
COc1cc(N2CCOCC2)ccc1/C=C1\C(=O)NC(=O)N(C2CCCCC2)C1=O | -1.3 | 2 | -2 | 2 | 1.3 | -10 | 0.9 | -36 | 9
CCOC(=O)C1=CC(=C2C(=O)N(CC)C(=S)N(CC)C2=O)c2ccccc2O1 | -2.0 | -3 | 3 | -6 | -0.1 | 0 | 0.4 | 30 | 3
FC(F)(F)c1cccc(N2CCNCC2)c1 | 2.4 | 4 | 0 | 0 | 2.5 | -5 | 1.1 | -11 | 13
COc1ccc(S(=O)(=O)NC(CC(=O)N2CCC3(CC2)OCCO3)c2ccco2)cc1 (configuration not stated) | -2.3 | 6 | -1 | -10 | 0.4 | -11 | 0.2 | 22 | -6
Cc1cc(C(=O)O)c(C)n1C1CC1 | 1.3 | -14 | · | -1 | 1.1 | -16 | 0.2 | 10 | -13
Cc1oc(-c2ccccc2F)nc1CS(=O)CC(=O)N1CCC2(CC1)OCCO2 (configuration not stated) | 1.1 | 7 | 7 | -3 | 1.0 | -15 | 0.2 | 3 | 9
COc1ccc2c(c1)CC1(CN2C)C(=O)NC(=O)N(CCc2ccccc2)C1=O (configuration not stated) | 0.7 | 15 | 2 | 12 | 0.3 | -4 | 0.2 | 22 | -9
Cc1c(N=Cc2c(O)n(Cc3ccccc3)c(=O)[nH]c2=O)c(=O)n(-c2ccccc2)n1C | -0.2 | -12 | -5 | 10 | -0.6 | 5 | 0.5 | 33 | 13
CCC(=NCc1ccco1)c1c(O)[nH]c(=O)[nH]c1=O | 1.2 | -6 | -6 | -11 | 1.4 | -14 | -0.4 | 4 | -16
COC(=O)c1ccccc1N=Cc1c(O)[nH]c(=S)[nH]c1=O | -0.4 | 13 | 5 | 48 | 0.0 | -21 | 0.1 | 19 | 16
Cn1c(O)c(C(=O)c2ccccc2Cl)c(=O)n(C)c1=O | 0.0 | 6 | 2 | -9 | 0.5 | 4 | -0.1 | 24 | 11
CC12CN3C(O)C(C)(C1)CC(C)(C2)C3O (configuration not stated) | 1.8 | -5 | -1 | -3 | -0.1 | -6 | 0.5 | 3 | -11
Cc1cc(C)n2nc(C)[n+](C)c2n1 | 0.6 | 14 | -1 | 13 | 1.4 | 6 | 1.6 | 5 | 15
CCOP(=O)(Cc1cc(C#N)oc1C)OCC | 0.1 | -4 | 6 | -4 | -0.6 | 1 | 0.3 | 18 | -7
C=C(C)CSc1nnc([C@@H](N)Cc2c[nH]c3ccccc23)o1 | -1.1 | 3 | 14 | 9 | 1.2 | -16 | 0.9 | 3 | -12
N#CCCn1cc(C(=O)Nc2ccc(F)cc2)c(-c2ccc([N+](=O)[O-])cc2)n1 | 0.5 | 20 | -5 | -25 | 1.8 | -4 | 0.9 | -27 | 8
O=C(c1cccs1)C1CN2CCC1CC2 (configuration not stated) | 0.0 | 3 | 10 | 15 | 3.1 | -2 | 1.0 | 19 | 5
Cc1cc(N2C(=O)CC(N3CCC(n4c(=O)[nH]c5ccccc54)CC3)C2=O)no1 (configuration not stated) | 0.6 | 11 | -2 | 48 | -0.3 | -18 | 0.1 | 20 | 10
O=P(NS(=O)(=O)c1ccc(Cl)cc1)(Oc1ccccc1)Oc1ccccc1 | -0.4 | -7 | 11 | 13 | 1.7 | -5 | 1.6 | -23 | -27
CC12CN3CC(C)(CN(C1)P3(=O)Oc1ccccc1)C2=O (configuration not stated) | -0.8 | 2 | -4 | 37 | -1.0 | -4 | 0.5 | 14 | -3
O=[N+]([O-])c1cc2c(cc1CNCCc1ccc3c(c1)OCO3)OCO2 | -0.1 | -5 | 4 | 8 | 0.5 | -24 | 0.0 | -10 | 8
Nc1cc(N2CCNCC2)ccc1[N+](=O)[O-] | -1.0 | 7 | 0 | 26 | 2.8 | -3 | 1.4 | 14 | -51
Later entries:
SMILES | S1P4 ag | NPY-Y2 PAM-ag | NPY Y1 blocker | CHOP inh | TRPN1 ag | S1P4 antagonist | TRPML3 ag | EP2 mod | NPY-Y1 PAM-ag
C=CCn1c(O)c(C(C)=NCCc2c[nH]c3ccccc23)c(=O)[nH]c1=O | 0.3 | -14 | · | -8 | 2.5 | -5 | 1.4 | -19 | -18
COc1ccc2[nH]c(C)c(CCNCc3cc(OC)c(OC)c(OC)c3)c2c1 | -0.5 | 1 | -2 | 5 | -1.0 | -6 | 0.7 | -13 | 7
O=C(CCl)Nc1nccs1 | -2.5 | -12 | · | -102 | -0.5 | 23 | 0.0 | -3 | 6
O=C(Cn1ncc2c3ccccc3n(Cc3cccc(Cl)c3)c2c1=O)N1CCC2(CC1)OCCO2 | 1.2 | -2 | 0 | 35 | 2.2 | -22 | 0.8 | 27 | 19
O=c1c2ccccc2nc(-c2ccco2)n1-c1ccccc1 | 0.0 | 5 | 0 | 4 | 2.4 | -1 | -0.5 | -13 | -4

Full records from above. Order of values: S1P4 ag	NPY-Y2 PAM-ag	NPY Y1 blocker	CHOP inh	TRPN1 ag	S1P4 antagonist	TRPML3 ag	EP2 mod	NPY-Y1 PAM-ag
`O=C(CCl)Nc1nccs1` across the screens: -2.5	-12	·	-102	-0.5	23	0.0	-3	6
`COc1ccc2[nH]c(C)c(CCNCc3cc(OC)c(OC)c(OC)c3)c2c1` across the screens: -0.5	1	-2	5	-1.0	-6	0.7	-13	7
`C=CCn1c(O)c(C(C)=NCCc2c[nH]c3ccccc23)c(=O)[nH]c1=O` across the screens: 0.3	-14	·	-8	2.5	-5	1.4	-19	-18
